Source: PubChem BioAssay (NMMLSC)
RGS7-Gao reg = human RGS7-Galphao interaction regulation; P09471; hit rate 0.35% among 220,000; binding response (% of control), % at 10 µM; AID 1439; Multiplexed bead flow cytometry, RGS7-Galphao binding; actives lie on both sides; in the data active = binding response below about 49% or above about 150%; inconclusive = no clear call, values can overlap the other calls; inactive = in between;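 note: fluorescent Galphao held in activated GDP-AlF4 state binding bead-coupled RGS7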
Target sequence (P09471 whole entry, looked up): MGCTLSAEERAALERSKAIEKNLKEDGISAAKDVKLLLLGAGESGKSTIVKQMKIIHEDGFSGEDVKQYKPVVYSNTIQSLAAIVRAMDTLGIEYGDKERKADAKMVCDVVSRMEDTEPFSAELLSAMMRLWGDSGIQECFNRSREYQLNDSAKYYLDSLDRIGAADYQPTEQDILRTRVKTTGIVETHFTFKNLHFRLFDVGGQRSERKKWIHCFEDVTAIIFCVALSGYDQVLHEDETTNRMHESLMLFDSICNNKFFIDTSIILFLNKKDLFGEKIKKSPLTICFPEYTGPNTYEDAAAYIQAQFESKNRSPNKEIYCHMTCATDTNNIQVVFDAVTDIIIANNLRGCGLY
ABCG2 inh = human ABCG2 inhibition, ABCB1 as counter-screen. AID 1325. IgMXP3 cells, JC-1 efflux, flow cytometry. inhibition, % at 6.6 µM. hit rate 0.1% among 190,000;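 active = inhibition above 80%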;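 note: 0% = DMSO and 100% = nicardipine control wells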
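System: two drug-resistant human cell lines, ABCG2 and ABCB1; controls: nicardipine high and DMSO low controls; times: 10 min exposure at 25 °C with rotation, no wash; detection: flow cytometry of retained JC-1 fluorescence; read-out basis: percent efflux inhibition, scaled nicardipine 100% to DMSO 0%; doses: one concentration, 6.6 µM final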
RGS4-Gao reg = modulates binding of RGS4 to human Galphao | binding response (% of control), % at 10 µM | hit rate 0.33% among 220,000 | AID 1415 | P09471 | Multiplexed bead flow cytometry; actives lie on both sides; in the data active = binding response below about 49% or above about 150%; inactive = in between;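 note: fluorescent Galphao activated with aluminum fluoride binding bead-coupled RGS4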
GSH bead fluor = compound fluoresces at 488/530 nm on GSH beads; GSH beads flow cytometry, compound fluorescence 488/530 nm; active compounds read high; fluorescence (KMESF) at 10 µM; hit rate 0.25% among 190,000; in the data active = fluorescence above about 89;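 note: glutathione beads carrying GST-tagged Bcl family fusion proteins plus one bare bead set; values are compound well signal with DMSO vehicle wells as background; inactives centre near 16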
Bim-Bcl-XL = human Bim-Bcl-XL interaction inhibition | inhibition, % at 10 µM | Q07817 | hit rate 0.04% among 190,000 | Bim peptide-Bcl-XL binding, bead flow cytometry, fluorescence
Bim-Bcl-W = human Bim-Bcl-W interaction inhibition; Q92843; bead-based flow cytometry, Bim peptide-Bcl-W binding; inhibition, % at 10 µM; hit rate 0.02% among 190,000; AID 952;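 note: 0% = bound tracer without compound and 100% = peptide blocker; higher means less fluorescent Bim peptide bound to Bcl-W beads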
Target sequence (Q92843 whole entry, looked up): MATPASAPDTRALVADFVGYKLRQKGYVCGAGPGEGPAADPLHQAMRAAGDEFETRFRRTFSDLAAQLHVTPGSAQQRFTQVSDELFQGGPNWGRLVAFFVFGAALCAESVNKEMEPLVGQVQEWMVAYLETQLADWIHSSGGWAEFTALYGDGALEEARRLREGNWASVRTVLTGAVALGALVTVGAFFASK
Bcl-2 Bim block = inhibitors of Bim-Bcl-2 interaction, human | inhibition, % at 10 µM | P10415 | AID 950 | hit rate 0.06% among 190,000 | Bead-based flow cytometry, Bim peptide-Bcl-2 binding; in the data active = inhibition above about 40%; inconclusive = no clear call, values can overlap the other calls;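 note: 0% = no compound wells with probe peptide and 100% = reference peptide inhibitor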
Target sequence (P10415 whole entry, looked up): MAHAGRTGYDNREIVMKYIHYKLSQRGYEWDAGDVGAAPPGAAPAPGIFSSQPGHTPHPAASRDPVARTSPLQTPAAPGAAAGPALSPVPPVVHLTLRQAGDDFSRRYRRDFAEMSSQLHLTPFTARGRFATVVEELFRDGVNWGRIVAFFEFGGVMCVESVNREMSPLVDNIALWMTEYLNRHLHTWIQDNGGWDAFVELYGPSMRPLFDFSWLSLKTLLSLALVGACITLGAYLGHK
RGS8-Gao reg = human RGS8-Galphao interaction regulation. multiplexed bead flow cytometry, RGS8-Galphao binding; actives lie on both sides. response (percent of control binding), % at 10 µM. hit rate 0.34% among 220,000; in the data active = response below about 60% or above about 140%; inactive = in between;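 note: Galphao activated as the GDP aluminium fluoride complex binding bead-coupled RGS8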
Bim-Bfl-1 = inhibitors of Bim-Bfl-1 interaction, human; inhibition, % at 10 µM; Bead-based flow cytometry, Bim-Bfl-1 binding inhibition; Q16548; hit rate 0.12% among 190,000;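 note: 0% = wells without compound plus tracer and 100% = blocker peptide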
Bcl-B Bim block = disrupts Bim peptide binding to human Bcl-B; Q9HD36; bead-based flow cytometry; inhibition, % at 10 µM; hit rate 0.073% among 190,000;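 note: 0% = tracer peptide without compound and 100% = reference inhibitor peptide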
Target sequence (Q9HD36 whole entry, looked up): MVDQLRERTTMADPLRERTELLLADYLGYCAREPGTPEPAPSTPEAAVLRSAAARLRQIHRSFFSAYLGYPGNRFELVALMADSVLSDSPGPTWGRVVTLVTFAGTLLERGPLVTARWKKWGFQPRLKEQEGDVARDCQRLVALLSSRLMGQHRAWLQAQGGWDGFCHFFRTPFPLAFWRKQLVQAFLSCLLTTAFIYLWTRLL
ABCB1 inh = inhibitors of human ABCB1 transporter, ABCG2 counter-screen. P08183. CCRF-Adr cells, JC-1 efflux, flow cytometry. inhibition, % at 6.6 µM. hit rate 0.067% among 190,000. AID 1326; in the data active = inhibition above about 40%;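 note: 0% = vehicle and 100% = reference inhibitor; higher value means more JC-1 retained so stronger ABCB1 efflux block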
Starred values were filed as active, the others as inactive; u = inconclusive; [ ] = remark or other dose. Cut-off read from the data, not from the text of the source, unless noted: active = inhibition above about 40%. An unsorted share of the library; 1.1% or so of the library scored in one or more.

Values in the order – Bim-Bcl-XL	Bcl-B Bim block	ABCG2 inh	RGS4-Gao reg	RGS8-Gao reg	Bim-Bfl-1	Bcl-2 Bim block	ABCB1 inh	GSH bead fluor	RGS7-Gao reg	Bim-Bcl-W
- CC1CCN(c2oc(-c3ccccc3Cl)nc2C#N)CC1
    3	0	49	97	93	2	-2	0.8	18	98	3
- COc1ccc(CCNC(=O)CCc2ccc(S(=O)(=O)NCC(C)C)cc2)cc1
    -1	-2	0	101	102	3	0	0.1	6	99	0
- O=C(O)CCCC(=O)Nc1ccc(Cl)c(Cl)c1
    0	-1	3	106	108	0	-1	1.1	24	103	0
- CC(=O)c1c(C)nc(-c2ccc(Cl)cc2)nc1N
    1	-2	8	101	100	-4	-2	0.1	14	u	-2
- O=C(CN1CCC(NC(=O)Cc2ccccc2)CC1)Nc1cccc2ccccc12
    -12	-12	20	103	103	-21	-13	-1.0	35	103	-2
- CN(C)S(=O)(=O)c1cccc(NC(=S)NCCc2ccccn2)c1
    -2	-8	2	105	100	-5	-2	0.1	12	u	-3
- COC(=O)CSc1ccc2nnc(CCNS(=O)(=O)c3ccc(C)cc3)n2n1
    -4	1	1	98	101	0	-1	0.5	16	97	-5
- CCOc1ccccc1C(C(=O)NC1CCCC1)N(Cc1ccco1)C(=O)CNC(=O)c1ccco1 (stereo not drawn)
    -3	-6	4	94	85	-2	0	14	31	96	-4
- CC1Cc2ccccc2N1CC(=O)NC(=O)NCc1ccccc1 (stereo not drawn)
    0	-3	3	98	101	-6	0	0.8	11	u	2
- C=CCN(CC=C)CCOc1cc(C)ccc1[N+](=O)[O-]
    0	-2	17	103	102	-3	0	1.5	14	102	2
- CCN1C(=O)CS/C1=N\S(=O)(=O)c1ccc(Cl)cc1
    0	1	7	99	103	-5	-4	0.9	12	100	0
- COc1cc2c3c(c1)/C(=C1/SC(=S)NC1=O)C(=O)N3C(C)(C)C=C2C
    -6	-7	-8	104	101	0	-1	-4.1	9	102	-3
- CCOc1ncccc1C(=O)Nc1ccc2c(c1)OCO2
    0	-3	22	98	101	-5	-2	0.3	13	u	0
- Cc1nc2c(ccc3nc(NC(=O)c4ccc5c(c4)OCCO5)sc32)s1
    -15	-14	-5	104	112	2	-10	-1.0	10	104	-8
- CCO[C@@H]1OC(C(=O)N2CCN(Cc3ccccc3)CC2)=C[C@H](c2cn(C(C)=O)c3ccccc23)[C@H]1CCCO
    0	-4	23	96	99	-4	0	3.4	18	102	0
- Cc1cc(C)cc(Nc2ccc([N+](=O)[O-])nc2[N+](=O)[O-])c1
    -11	-14	6	99	103	-12	-11	1.0	26	99	2
- Cc1cc(C)n(-c2nnc(NC34CC5CC(CC(C5)C3)C4)nn2)n1
    10	-19	-4	96	87	7	11	-0.9	3	101	7
- CCn1c(SCC(=O)Nc2ccccc2N2CCOCC2)nnc1-c1ccccc1O
    0	-2	1	104	99	-6	-1	0.3	7	99	7
- CCOc1ccc(C(=O)NC(=S)Nc2cccc(NC(=O)c3ccco3)c2)cc1[N+](=O)[O-]
    -4	-2	-2	101	99	-2	-7	0.3	10	99	-8
- CCOC(=O)N1CCC(NC(=O)CCC(=O)c2ccccc2)CC1
    -9	-7	2	83	98	-11	-5	0.5	37	87	-2
- CC(C)NC(=O)CCCn1c(=S)[nH]c2cc3c(cc2c1=O)OCO3
    0	-6	2	109	84	4	0	0.2	19	99	0
- N#Cc1cccn1-c1nccs1
    -3	-1	3	106	107	-7	0	0.8	12	101	0
- Cc1cccc(NC(=O)Cn2c(=O)n3nc(CCn4nc(C)cc4C)nc3c3ccccc32)c1
    -1	-1	7	112	105	-4	1	1.1	26	110	0
- CCCCc1ccc(S(=O)(=O)N2CCN(C(=O)c3ccco3)CC2)cc1
    -5	-5	8	105	105	0	-1	1.3	10	101	-3
- O=C(CSc1nnc(Cn2c(=O)sc3ccccc32)n1-c1ccccc1)N1CCCC1
    -9	-11	1	102	102	-9	-6	0.3	16	103	-6
- O=C(NNC(=S)Nc1ccc(F)c(Cl)c1)c1ccccc1Br
    -4	-14	8	102	100	0	-2	-0.4	16	u	-5
- CCC(C)NC(=O)CSc1ncnc2sccc12 (stereo not drawn)
    -2	-4	7	100	98	-3	-2	1.3	14	u	-2
- CS(=O)(=O)c1ccc(-c2nn[nH]n2)cc1
    -1	0	0	107	106	0	1	0.3	21	106	0
- Cc1ccccc1NC1=NC(=S)N(c2ccccc2)C12CCOC(C)(C)C2 (stereo not drawn)
    -3	0	1	100	103	-4	-6	0.6	17	98	-7
- Cc1nc2cc(C(=O)OCC(=O)NC3CCS(=O)(=O)C3)ccc2n1-c1ccccc1 (stereo not drawn)
    -8	0	0	103	102	0	-3	0.0	17	102	-2
- Cc1cccc(C)c1NC(=O)CN(C)CC(=O)Nc1ccc(F)c(Cl)c1
    -1	-4	1	99	100	-3	-2	-0.6	13	99	-2
- O=P(c1ccccc1)(c1ccccc1)C(O)c1ccco1 (stereo not drawn)
    -9	-7	1	106	102	-15	-7	0.6	46	101	2
- Cc1ccc2nc(NCC(=O)O)nc(-c3ccccc3)c2c1
    2	0	2	106	102	-2	-1	0.4	11	97	3
- Cc1ccc(CN(C)C(=O)c2cc(COc3ccc(F)cc3Cl)on2)o1
    -4	-5	1	106	101	-13	-2	-0.2	10	102	-2
- COc1ccc(/C(C)=N/OC/C(O)=C(\C#N)c2nc3ccccc3[nH]2)c(OC)c1
    -5	-5	24	101	100	0	1	0.2	11	101	-4
- COc1cc(-c2nc3c[n+](CC(=O)c4ccccc4)ccc3n2C)cc(OC)c1OC
    -2	-6	-1	95	98	0	1	0.4	5	95	-1
- COc1ccc2cc(/C(C)=N/NC(=S)Nc3cc(S(=O)(=O)N4CCOCC4)ccc3N3CCOCC3)ccc2c1
    -3	-9	-3	102	102	-4	-3	-0.9	12	u	-2
- CC1CN(C(=O)c2ccc(COc3ccccc3Br)o2)CC(C)O1 (stereo not drawn)
    -5	-4	38	98	100	-7	-4	1.6	15	u	-2
- CN1CCN(C(=O)c2cn(-c3ccccc3)nc2-c2cccs2)CC1
    -5	-4	1	105	102	-6	-3	0.4	15	u	-2
- CCc1ccc(NC(=O)CSc2nnc(COc3ccc4c(c3)CCCC4)o2)cc1
    -2	1	13	101	98	0	1	0.3	33	98	0
- Cc1ccc(OCc2n[nH]c(=S)n2C2CCCCC2)cc1
    7	-13	-4	102	103	-5	-5	-0.9	35	106	-3
- CNc1ccccc1-n1ccc(-c2ccccc2)n1
    0	1	13	97	97	1	6	1.0	29	99	0
- Cc1ccc(CSCc2nnc(SCC(=O)N3CCN(c4ccccc4)CC3)n2C)cc1
    -11	-13	6	99	101	-17	-9	0.2	37	102	-2
- COc1ccc(C2CC(=O)c3cnc(NC(=O)c4cccc(OC)c4)nc3C2)cc1 (stereo not drawn)
    -4	-9	39	104	104	-20	-6	3.0	26	101	-1
- Cc1ccc(C)c(-c2nn(-c3cc(N4CCN(CCO)CC4)ccc3[N+](=O)[O-])c(=O)c3ccccc23)c1
    -1	-6	1	104	101	-11	-8	0.7	14	101	2
- Cc1nn(CCC(=O)NNC(=S)Nc2ccc([N+](=O)[O-])cc2)c(C)c1[N+](=O)[O-]
    -1	-31	1	100	99	9	2	-0.8	9	101	4
- Cc1ccc(Nc2nc(N/N=C/c3c[nH]c4ccccc34)nc(N3CCOCC3)n2)cc1
    -7	-9	-10	109	102	-11	-24	-1.2	16	103	-1
- CCOC(=O)N1CCN(C(=O)c2nn(-c3ccc(C)cc3)c(=O)c3c2c2ccccc2n3C)CC1
    -7	-9	24	95	99	-19	-7	18	22	94	0
- CCOc1ccc(Br)cc1S(=O)(=O)NCc1ccncc1
    -2	-3	1	102	103	-3	0	0.3	10	105	-1
- CCCCNC(=O)Nc1nnc(SCC(=O)OCC)s1
    0	-5	15	99	102	-7	-2	0.3	11	99	0
- CCCS(=O)(=O)N1CCCC(C(=O)NCc2ccco2)C1 (stereo not drawn)
    -1	8	10	103	104	4	1	0.2	28	102	0
- CCOC(=O)c1cnc(-n2nc(C)cc2C)nc1Nc1ccccc1OC
    -7	-9	47	94	96	-18	-11	4.1	32	91	0
- COC(=O)c1cc(C(=O)N2CCN(c3cccc(C)c3C)CC2)cc([N+](=O)[O-])c1
    -3	-6	5	101	106	-6	-3	1.4	22	104	-3
- Cc1cc(C)c(NC(=O)c2oc3ccccc3c2COc2ccccc2)c(C)c1
    -2	-10	16	101	101	-14	-5	1.2	17	101	-6
- Fc1ccc(/C=N/Nc2ncnc3nc[nH]c23)cc1F
    -2	-4	7	99	100	0	-5	0.1	13	100	-1
- O=C(Oc1cccc(O)c1)C1CCCCC1
    15	8	0	99	101	1	7	0.1	8	u	9
- COC(=O)c1sc(NC(=O)COc2ccccc2C)nc1C
    -3	-10	3	102	105	-8	-5	0.3	18	100	0
- O=C(NCc1cccs1)C1CCCN(S(=O)(=O)c2cccc3cccnc23)C1 (stereo not drawn)
    9	7	-1	98	93	11	10	0.3	15	100	10
- Cc1ccc(-c2noc(CSc3nnc(-c4ccncc4)n3-c3ccc(F)cc3)n2)cc1
    -7	-7	5	103	102	-3	0	2.1	23	102	-2
- Cn1c(C(=O)NC2CC2)cc(=O)n(C)c1=O
    -2	-3	0	102	102	-3	0	0.2	22	102	0

Other entries:
Values in the order – Bim-Bcl-XL	Bcl-B Bim block	ABCG2 inh	RGS4-Gao reg	RGS8-Gao reg	Bim-Bfl-1	Bcl-2 Bim block	ABCB1 inh	GSH bead fluor	RGS7-Gao reg	Bim-Bcl-W
- O=C(Cc1ccccc1[N+](=O)[O-])NCCSCc1c(F)cccc1Cl
    -2	-7	2	104	103	-13	-9	1.0	9	101	3
- CC(C)(C)CC(C)(C)NC1=CC(=O)OC12CCCCC2
    -1	1	0	103	99	2	0	0.2	14	95	0
- O=[N+]([O-])c1cc(C(F)(F)F)ccc1NCCCCNS(=O)(=O)c1ccc(Cl)cc1
    -2	1	-1	103	105	1	1	-0.4	6	99	0
- O=C(CCc1ccc(S(=O)(=O)N2CCOCC2)cc1)Nc1nccs1
    -7	-11	22	103	103	-14	-7	0.1	36	104	-3
- O=C1NC(c2ccccc2)=C(c2ccccc2)C1=O
    0	1	3	116	140*[activator]	0	1	14	9	109	0
- CCOC(=O)c1[nH]c2ccc(OC)cc2c1NC(=O)CN1CCc2ccccc2C1
    4	-3	0	110	116	3	-4	-0.1	21	107	9
- Cc1ccc(CSc2nnc(-c3cccc(S(=O)(=O)N4CCOCC4)c3)n2CC(C)C)cc1
    -6	-5	1	99	100	0	-4	1.3	7	99	3

Record cards (already shown):
`O=C(Cc1ccccc1[N+](=O)[O-])NCCSCc1c(F)cccc1Cl` is listed with Bim-Bcl-XL = -2; Bcl-B Bim block = -7; ABCG2 inh = 2; RGS4-Gao reg = 104; RGS8-Gao reg = 103; Bim-Bfl-1 = -13; Bcl-2 Bim block = -9; ABCB1 inh = 1.0; GSH bead fluor = 9; RGS7-Gao reg = 101; Bim-Bcl-W = 3
`Cc1ccc(CSc2nnc(-c3cccc(S(=O)(=O)N4CCOCC4)c3)n2CC(C)C)cc1` is listed with Bim-Bcl-XL = -6; Bcl-B Bim block = -5; ABCG2 inh = 1; RGS4-Gao reg = 99; RGS8-Gao reg = 100; Bim-Bfl-1 = 0; Bcl-2 Bim block = -4; ABCB1 inh = 1.3; GSH bead fluor = 7; RGS7-Gao reg = 99; Bim-Bcl-W = 3
